Screens as filed in PubChem.
SSB-PriA inh: K. pneumoniae PriA-SSBct interaction inhibition; AlphaScreen SSBct-PriA binding, biotinylated peptide; inhibition, % at 33 µM; 430,000 compounds, 0.6% hits; in the data active = inhibition mostly above about 37%, no sharp cut-off; inactive = mostly below about 20%;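 note: plate controls were negative control peptide for no effect and reference peptide for full effect; strong numbers were not always called active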
CCHFV vOTU inh: CCHFV vOTU protease inhibition; 370,000 compounds, 0.55% hits; Pep-AMC fluorescence; inhibition, % at 11.5 µM; in the data active = inhibition above about 30%; note: 0% = vehicle wells with enzyme and 100% = no enzyme wells
3CLpro inhibitor: SARS-CoV 3CLpro protease inhibition | P0C6X7 | recombinant SARS-CoV 3CLpro, quenched FRET peptide cleavage | inhibition, % at 6 µM | 290,000 compounds, 0.14% hits; in the data active = inhibition above about 12%
Anthrax LF inh2: blocks Bacillus anthracis lethal factor protease; multiplex microsphere protease cleavage assay, LF; P15917; 360,000 compounds, 0.12% hits; AID 588501; inhibition, % at 10 µM; note: plate controls were buffer without enzyme for full effect and enzyme alone for no effect
Rv3671c protease: inhibitors of M. tuberculosis serine protease Rv3671c; 320,000 compounds, 0.048% hits; P9WHR9; inhibition, % at 5.96 µM; in the data active = inhibition above about 38%;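 note: extracellular domain of Rv3671c used as enzyme; 0% = enzyme with DMSO and 100% = no enzyme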
Target sequence (P9WHR9 whole entry, looked up, the tested form may be a part): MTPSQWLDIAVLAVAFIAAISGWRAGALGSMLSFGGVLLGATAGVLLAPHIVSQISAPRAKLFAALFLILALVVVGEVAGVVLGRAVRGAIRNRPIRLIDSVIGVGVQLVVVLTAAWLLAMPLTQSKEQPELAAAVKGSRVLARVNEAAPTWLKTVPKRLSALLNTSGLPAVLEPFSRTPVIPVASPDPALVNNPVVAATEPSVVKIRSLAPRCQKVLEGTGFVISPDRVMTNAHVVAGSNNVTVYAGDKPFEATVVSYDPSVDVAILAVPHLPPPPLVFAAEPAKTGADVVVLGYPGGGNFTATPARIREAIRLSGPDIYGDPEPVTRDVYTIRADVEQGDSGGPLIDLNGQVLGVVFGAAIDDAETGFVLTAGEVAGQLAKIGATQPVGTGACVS
DUSP3 inh: DUSP3 (human) phosphatase inhibition; recombinant VHR phosphatase, pNPP absorbance; inhibition, % at 13.3 µM; 290,000 compounds, 0.52% hits; P51452; AID 1654; in the data active = inhibition above about 50%; note: some compounds called inactive have numbers as strong as hits
Target sequence (P51452 whole entry, looked up): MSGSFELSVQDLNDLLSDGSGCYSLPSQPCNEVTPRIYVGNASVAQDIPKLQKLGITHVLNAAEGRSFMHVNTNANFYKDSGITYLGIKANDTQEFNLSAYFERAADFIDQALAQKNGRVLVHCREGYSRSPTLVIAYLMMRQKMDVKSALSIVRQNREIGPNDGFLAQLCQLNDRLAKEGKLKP
BoNT-F LC inh: BoNT F light chain protease inhibition | Multiplex microsphere protease cleavage assay, flow cytometry | inhibition, % at 10 µM | 360,000 compounds, 0.22% hits | AID 588497; in the data active = inhibition above about 35%, passing the limit was not always enough; inconclusive = no clear call, values can overlap the other calls; note: plate controls were buffer without enzyme for full effect and enzyme alone for no effect
MazF activator: activators of E. coli MazEF toxin-antitoxin RNase; P0AE70; FAM/BHQ RNA-DNA oligo cleavage fluorescence, 5 h; activation, % at 20 µM; 350,000 compounds, 0.32% hits; in the data active = activation above about 50%
Target sequence (P0AE70 whole entry, looked up): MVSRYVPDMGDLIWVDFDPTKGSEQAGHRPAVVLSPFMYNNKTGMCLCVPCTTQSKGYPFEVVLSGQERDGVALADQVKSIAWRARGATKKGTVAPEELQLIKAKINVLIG
PrPC TRFRET: cell surface PrPC inhibition, primary TR-FRET screen. TR-FRET read-out. AID 720596. 370,000 compounds, 0.43% hits. inhibition, % at 13.8 µM; in the data active = inhibition above about 24%; note: 0% = median of the test wells and 100% = reference compound wells
BoNT A protease: inhibitors of Botulinum neurotoxin A light chain protease | inhibition, % at 10 µM | AID 588499 | 360,000 compounds, 0.17% hits | multiplex microsphere protease substrate cleavage, flow cytometry; note: plate controls were buffer without enzyme for full effect and enzyme alone for no effect
Active calls of the source: *; i = inactive; u = inconclusive; x = not tested or not shown. Cut-off read from the data, not from the text of the source, unless noted: active = inhibition above about 30%; inconclusive = no clear call, values can overlap the other calls; inactive = below that. Some of the compounds tested (hit frequency here may not be typical).

SMILES	SSB-PriA inh	CCHFV vOTU inh	3CLpro inhibitor	Anthrax LF inh2	Rv3671c protease	DUSP3 inh	BoNT-F LC inh	MazF activator	PrPC TRFRET	BoNT A protease
CCc1cc(C(=O)Nc2cc(S(=O)(=O)N3CCCCC3)ccc2N2CCN(C)CC2)sc1C	x	-1	x	-4	x	x	-3	0	-1	-0.9
CC(C)OC(=O)c1cccc(C(=O)Oc2ccc(Br)cc2)n1	-15	-14	-5	-2	-1	30	-5	1	-2	-0.6
COc1cc(CCc2ccccc2)c(C(=O)O)c(O)c1C/C=C(/C)CCC=C(C)C	-3	36*	x	0	x	x	-1	1	0	-0.3
Cc1cccc(NP(=O)(Oc2ccccc2)Oc2ccccc2)c1C	-13	21	9	1	-2	40	-6	0	0	-1.2
CN1CCN(C(=O)c2ccccc2N(Cc2ccccc2)S(=O)(=O)c2ccccc2)CC1	-15	5	-2	-3	9	30	5	-8	-13	5.5
Cc1ccc(NS(=O)(=O)c2cc(C(N)=O)ccc2C)cc1	-13	-13	1	-4	2	17	20	5	7	15
CC(C)c1ccc(Nc2nc(Cl)nc(Cl)n2)cc1	7	-19	3	x	4	-20	x	-12	-6	x
CCOC(=O)c1c(NC(=O)c2ccccc2C(=O)O)sc2c1CCCC2	1	29	0	-12	7	-3	u	2	4	-3.8
Cc1cc(C)n2c(SCC(=O)NC3CCCC(C)C3C)nnc2n1 (centres undefined)	1	-1	4	-1	5	5	4	6	1	0.7
CCN(CC)/C(=N\S(=O)(=O)c1ccc(F)cc1)c1ccccc1	x	8	-1	7	1	6	-14	3	-3	-2.5
Cc1nc2ccccc2nc1NS(=O)(=O)c1ccc(N)cc1	-18	-3	0	9	-1	13	7	7	2	0.9
C=C(C)c1cccc(C(C)(C)NC(=O)Nn2cnnc2)c1	-10	-7	6	1	-9	17	-2	-2	2	1.0
O=C(COC(=O)C1CCCCC1C(=O)N1CCc2ccccc21)NCc1ccco1 (centres undefined)	-18	11	1	-4	-7	32	3	3	8	-0.3
Cc1ccc(OCC(=O)O/N=C(\N)c2ccccn2)cc1	i	10	-2	0	2	9	0	12	9	-1.2
O=C(Nc1ccccc1N1CCCC1)C1CCCO1 (centres undefined)	19	10	x	-2	x	x	-6	2	-3	4.7
COc1cc(C(=O)NCC(=O)OCC(=O)Nc2ncc(Cl)cc2Cl)cc(OC)c1OC	0	10	0	0	-2	-5	-4	-2	8	0.2
Cc1ccc2[nH]c3c(=O)n(CC(=O)N4CC(C)CC(C)C4)ncc3c2c1 (centres undefined)	-10	-5	6	2	-5	1	-2	3	7	-0.2
CCOC(=O)C1(CC2CCCCO2)CCN(Cc2c(C)cc(C)cc2-n2cccn2)CC1 (centres undefined)	-18	-9	4	0	7	-4	-6	-1	-8	0.4
CS(=O)(=O)N1CCN(c2ccccc2NC(=O)c2ccc3c(c2)OCCO3)CC1	0	8	-3	-21	-1	17	5	6	0	-0.4
COc1cccc(NC(=O)C2=COCCO2)c1	-2	10	x	5	4	x	u	6	-6	0.7
O=C(OCC(=O)N1CCN(c2ccccc2)CC1)c1ccco1	-13	-3	-2	1	x	-6	-12	4	-2	0.3
Cc1c(NC(=O)Nc2cccc(Cl)c2Cl)c(=O)n(-c2ccccc2)n1C	-17	-5	5	-3	2	8	-9	-1	6	-4.3
O=C(Cc1coc2cc(O)ccc12)NNC(=O)c1ccc(Br)s1	-1	-14	x	-4	5	x	3	7	-3	3.3
CN(Cc1cccc(F)c1)C(=O)Cc1ccc(S(=O)(=O)N2CCOCC2)s1	-3	-13	x	0	-3	x	14	3	0	3.3
COCCN(C(=O)Cc1cccs1)C(C(=O)NC1CCCC1)c1cc(OC)c(OC)c(OC)c1 (centres undefined)	-3	4	-2	-2	2	34	-13	-10	3	0.4

Single entries from the entries so far:
CN1CCN(C(=O)c2ccccc2N(Cc2ccccc2)S(=O)(=O)c2ccccc2)CC1 in BoNT-F LC inh → 5
O=C(Nc1ccccc1N1CCCC1)C1CCCO1 (centres undefined) in MazF activator → 2

Back to the main list, repeating the seven entries before the break.
SMILES	SSB-PriA inh	CCHFV vOTU inh	3CLpro inhibitor	Anthrax LF inh2	Rv3671c protease	DUSP3 inh	BoNT-F LC inh	MazF activator	PrPC TRFRET	BoNT A protease
CS(=O)(=O)N1CCN(c2ccccc2NC(=O)c2ccc3c(c2)OCCO3)CC1	0	8	-3	-21	-1	17	5	6	0	-0.4
COc1cccc(NC(=O)C2=COCCO2)c1	-2	10	x	5	4	x	u	6	-6	0.7
O=C(OCC(=O)N1CCN(c2ccccc2)CC1)c1ccco1	-13	-3	-2	1	x	-6	-12	4	-2	0.3
Cc1c(NC(=O)Nc2cccc(Cl)c2Cl)c(=O)n(-c2ccccc2)n1C	-17	-5	5	-3	2	8	-9	-1	6	-4.3
O=C(Cc1coc2cc(O)ccc12)NNC(=O)c1ccc(Br)s1	-1	-14	x	-4	5	x	3	7	-3	3.3
CN(Cc1cccc(F)c1)C(=O)Cc1ccc(S(=O)(=O)N2CCOCC2)s1	-3	-13	x	0	-3	x	14	3	0	3.3
COCCN(C(=O)Cc1cccs1)C(C(=O)NC1CCCC1)c1cc(OC)c(OC)c(OC)c1 (centres undefined)	-3	4	-2	-2	2	34	-13	-10	3	0.4
COc1cc(NC(=S)NCc2cccnc2)c(OC)cc1Cl	3	1	0	1	-1	24	2	7	2	-0.1
CN1CCN(C(=O)NC2CCCCC2)CC1	-18	2	-6	1	3	18	1	-11	3	-0.2
Nc1nonc1C(=O)NCCc1ccccc1	-11	7	-1	3	2	12	-1	-1	2	-0.8
Fc1ccc(-c2csc3ncnc(Cl)c23)cc1	-4	-2	-3	0	5	-17	-12	4	2	-0.6
CCC(=O)Oc1ccc(C(=O)Nc2cccc(C(=O)c3ccccc3)c2)cc1	9	-9	2	0	-26	29	0	-4	16	-0.3
CCOC(=O)C(O)(c1ccc(N(C)C(=O)COc2ccccc2)cc1)C(F)(F)F (centres undefined)	-7	2	-3	-6	2	x	-32	7	5	-3.3
CCOC(=O)C1CCN(C(=O)c2ccc(N(C)S(=O)(=O)c3ccc(OC)cc3)cc2)CC1	-1	-2	-4	-9	5	7	-5	10	0	0.6
COC(=O)[C@@]1(Cc2ccc(F)cc2)[C@H]2c3cc(C(=O)N(C)C)n(Cc4ccc(OC(F)(F)F)cc4)c3C[C@H]2CN1C(=O)c1ccccc1	x	24	2	x	-2	-26	x	x	-4	x
Cc1cccc(Cn2c(N3CCN(c4ccccc4)CC3)nc3c2c(=O)n(C)c(=O)n3C)c1	-9	22	0	5	5	29	7	-1	-1	-0.7
CCOC(=O)CC(=O)CSc1ccc2nnc(-c3ccc(C)cc3)n2n1	-14	-6	1	-7	3	18	4	4	-7	1.9
CCc1noc(C)c1C(=O)N1CCCC(N2CCN(c3cccc(Cl)c3)CC2)C1 (centres undefined)	-1	-5	-1	-1	0	24	-2	9	-2	2.4
O=C1NC2(CCCCCC2)C(=O)N1Cc1ccccc1Cl	-3	0	2	-8	3	40	-11	-5	-6	-2.3
CC(C)C1Oc2ccccc2N(CC(=O)N(Cc2ccccn2)C2CC2)C1=O (centres undefined)	-14	-2	3	-9	1	22	2	7	-4	-0.6
CC(C)(C)c1ccc(Cn2ccc(-c3ccc4c(c3)OCO4)n2)cc1	-4	10	-5	-4	-1	13	-1	-14	-1	1.3
O=C(Cc1ccccc1)NC(Oc1ccccc1Cl)C(Cl)(Cl)Cl (centres undefined)	-27	2	0	-1	-12	11	-1	0	-7	-0.5
C/C=C1/C[C@@H](C)[C@](O)(CO)C(=O)OCC2=CCN3CC[C@@H](OC1=O)[C@@H]23	-20	6	x	-3	0	x	-2	4	-5	-0.2
O=C1CC(NS(=O)(=O)c2ccc([N+](=O)[O-])cc2)CN1c1ccc(Cl)cc1 (centres undefined)	-7	-3	x	5	8	x	6	3	-27	0.1
CCOc1ccc(NC(=O)CS(=O)(=O)c2cn(C)c3ccccc23)cc1	-2	3	-1	-1	8	-2	-64	19	-7	-3.9
CN(Cc1nc(-c2ccncc2)no1)S(=O)(=O)c1ccccc1	-11	4	-7	0	-7	-8	-7	-2	-1	-0.1
Cc1cc(=O)oc2cc(OCC(=O)OCC(=O)Nc3ccccc3F)ccc12	-12	-34	-1	4	0	10	16	-16	4	3.3
CCCCC(=O)N1CCCC(c2nc3c(nnn3Cc3cc(C)ccc3C)c(=O)[nH]2)C1 (centres undefined)	6	-5	-4	-3	2	-2	10	4	-5	0.5
Cc1cccc(CNC(=O)C2CCCN(c3nn4c(=O)cc(C)nc4s3)C2)c1 (centres undefined)	-3	0	0	-1	5	45	-9	8	8	-1.0
O=C(C[n+]1ccccn1)c1ccccc1	-7	-9	0	-21	12	9	-37	-3	-2	0.3
O=C1CC(c2ccccc2)CC2=C1C1(CCCC1)N=C(Nc1nc3ccccc3o1)N2 (centres undefined)	x	6	x	-4	x	x	4	x	-5	-0.1
CCN1CCN(CCNC(=O)CCCCCn2c(=O)[nH]c3cc(C(=O)OC)ccc3c2=O)CC1	-25	-12	-2	-2	3	30	-3	0	1	-1.7

(continued)
SMILES	SSB-PriA inh	CCHFV vOTU inh	3CLpro inhibitor	Anthrax LF inh2	Rv3671c protease	DUSP3 inh	BoNT-F LC inh	MazF activator	PrPC TRFRET	BoNT A protease
Cc1ccc(SCc2c(C#N)c3ccccc3n2C)cc1	-59	18	-1	-3	-15	-3	u	-2	10	-0.5
O=P(COc1ccccc1)(c1ccccc1)c1ccccc1	-7	1	2	-8	2	22	1	0	-1	-0.1
OC(CNCc1ccc2c(c1)OCO2)COc1ccccc1 (centres undefined)	-3	-5	2	-3	-2	1	-11	10	-5	0.5
CC(CN1CCOCC1)C(=O)O (centres undefined)	-5	7	-3	-2	2	4	-17	6	-1	-0.3
O=C(c1cc(-c2ccc(Cl)cc2)on1)N1CCCCCC1	-2	2	-7	2	3	25	3	3	-2	0.3
O=C(CNC(=O)c1ccccc1F)c1ccc(Br)cc1	4	-6	1	0	2	-6	-25	5	-1	0.8
COc1ccc(C)cc1NC(=O)CNC(=O)Cn1ccc2ccccc2c1=O	2	1	-5	4	1	-10	8	-9	1	1.1
COCCC(=O)N1CCCC(C(=O)c2ccccc2SC)C1 (centres undefined)	-3	-10	-2	8	5	x	u	0	10	2.0
Oc1ccccc1/C=N/NC(=S)NC1CC2C=CC1C2 (centres undefined)	x	-6	0	x	1	23	x	8	-4	x
Cc1ccc(CCNC(=O)C2CCC(=O)N(CC3CCCCC3)C2)cc1 (centres undefined)	-17	15	-3	-5	-5	-7	5	-11	2	3.7
Cc1ccc(C)c(N(C(=O)c2csnn2)C(C(=O)NC2CCCCC2)c2ccncc2)c1 (centres undefined)	-2	8	0	14	-3	6	26	1	7	-0.1
Cc1ccc(CC(=O)Nc2nccs2)cc1	-2	13	3	4	-2	-4	0	6	-4	0.4
COc1ccc(C(=O)Nc2ccc([N+](=O)[O-])cn2)c(OC)c1	-17	-1	-2	-1	-3	5	2	-5	-2	-0.2
O=c1cc(Cl)c(-c2ccccc2)nn1Cc1ccc(Cl)cc1	-30	15	4	3	-3	27	4	3	0	0.4
Cc1ccc(C(=O)NC2CCCC2)s1	-29	9	0	-3	0	10	-4	-33	0	-0.7
CCCN(C(=O)CCNC(=O)Cn1cnc2ccccc2c1=O)c1cccc(Cl)c1	-7	x	-9	4	2	12	2	-14	x	0.6
Cc1cccc(C(=O)NCC(=O)NCCSc2ccc(Br)cc2)c1	-2	-4	x	-12	-5	x	-91	2	6	-52
COc1ccc2sc(-c3ccc(SC)cc3)c(-c3ccc(O)cc3)c2c1	0	17	x	-7	-2	x	-5	-2	-8	-0.4
O=c1c2ccccc2oc2cc(C#Cc3ccccn3)ccc12	-9	6	x	2	1	x	2	-21	3	0.0
Cc1ccsc1/C=N\NC(=O)c1n[nH]c2c1CCC2	x	10	0	2	5	3	2	5	2	0.1
COc1cccc(COc2ccc(N(C)S(=O)(=O)c3ccccc3)cc2)c1	-22	17	-1	-6	-3	12	5	-3	7	1.4
